Mdm2 MdmX PPI: inhibitors of human Mdm2-MdmX association, primary screen, cell-based, luminescence, split luciferase, SaOS-2, uHTS; Protein Mdm4 (Homo sapiens) + E3 ubiquitin-protein ligase Mdm2 (Homo sapiens), …; SaOS-2 split-luciferase Mdm2/MdmX complementation; inhibition, % at 8 µM; 330,000 tested, 3% active; AID 485346, 2010;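 active = inhibition of at least 50% at 8 µM in the primary screen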
Target sequence (O15151 whole entry, looked up): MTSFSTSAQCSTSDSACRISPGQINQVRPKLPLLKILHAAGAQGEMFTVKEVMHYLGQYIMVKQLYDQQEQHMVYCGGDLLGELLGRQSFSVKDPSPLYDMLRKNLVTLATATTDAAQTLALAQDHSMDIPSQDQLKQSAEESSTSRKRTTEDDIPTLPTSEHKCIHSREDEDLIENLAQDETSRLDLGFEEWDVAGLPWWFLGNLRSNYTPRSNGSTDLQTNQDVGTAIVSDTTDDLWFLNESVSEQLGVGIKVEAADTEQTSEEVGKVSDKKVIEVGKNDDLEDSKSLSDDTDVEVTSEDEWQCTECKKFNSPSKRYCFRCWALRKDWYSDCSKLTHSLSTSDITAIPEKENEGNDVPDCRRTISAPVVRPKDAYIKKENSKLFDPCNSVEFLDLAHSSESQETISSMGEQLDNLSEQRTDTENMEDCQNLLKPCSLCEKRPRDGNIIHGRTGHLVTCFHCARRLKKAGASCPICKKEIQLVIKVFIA
Target sequence (Q00987 whole entry, looked up): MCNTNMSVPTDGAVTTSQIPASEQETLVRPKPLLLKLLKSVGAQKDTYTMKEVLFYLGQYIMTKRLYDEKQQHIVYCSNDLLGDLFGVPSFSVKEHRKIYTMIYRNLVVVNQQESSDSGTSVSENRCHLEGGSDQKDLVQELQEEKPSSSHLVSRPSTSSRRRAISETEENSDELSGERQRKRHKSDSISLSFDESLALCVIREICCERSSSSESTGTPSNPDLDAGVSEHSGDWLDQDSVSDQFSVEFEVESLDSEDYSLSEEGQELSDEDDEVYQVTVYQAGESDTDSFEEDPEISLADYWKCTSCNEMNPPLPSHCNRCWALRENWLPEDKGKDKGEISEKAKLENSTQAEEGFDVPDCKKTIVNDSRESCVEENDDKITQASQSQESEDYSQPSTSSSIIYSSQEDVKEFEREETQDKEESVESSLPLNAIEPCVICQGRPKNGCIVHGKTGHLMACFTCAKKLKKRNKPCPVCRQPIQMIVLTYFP
Jurkat NFkB inh: inhibitors of induced NF-kB luciferase reporter, primary screen, TCR NF-kB activation inhibitor project, cell-based, luminescence, uHTS. Jurkat, PMA/ionomycin-induced NF-kB luciferase reporter. inhibition, % at 4 µM. 330,000 tested, 0.53% active; in the data active = inhibition above about 50%
TIM10 inh: growth inhibitors of isogenic TIM10 control yeast, primary screen, counter-screen for tim10-1 yeast inhibitor project, luminescence, uHTS; S. cerevisiae TIM10 strain growth, BacTiter-Glo luminescence, 24 h; inhibition, % at 10 µM; 330,000 tested, 1.4% active; AID 463195, 2010;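 active = inhibition of 40% or more at the single tested concentration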;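 also: wild-type TIM10 isogenic control strain grown at permissive 25 °C; 0% = DMSO yeast wells and 100% = minimal medium wells without yeast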
UPR CHOP act: activators of apoptotic CHOP UPR arm, primary screen, cell-based, CHO-CHOP luciferase reporter, luminescence, uHTS. UPR activation; percent of tunicamycin response over DMSO baseline. activation, % at 10 µM. 330,000 tested, 0.34% active. AID 449763, 2010;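 active = at 10 µM dose, activation of 40% or more, normalized to positive control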;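 also: 100% = tunicamycin at 10 µg/mL and 0% = DMSO alone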
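System: CHO-CHOP luciferase reporter cell line; amount: 500 cells/well; buffer or medium: F12 medium containing 10% fetal bovine serum; incubation: 6 h compound exposure at 37 °C after overnight seeding; measured by: luciferase luminescence after 10 min with Steady-Glo reagent; evaluation: % reporter activation, DMSO baseline versus tunicamycin full activation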
XBP1 UPR activ: activators of adaptive XBP1 UPR arm, primary screen, cell-based, CHO-XBP1 luciferase reporter, luminescence, uHTS | IRE1-XBP1 UPR activation; percent of tunicamycin response, DMSO as zero | 330,000 tested, 0.33% active | activation, % at 20 µM | AID 463104, 2010;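 active = versus positive control, 20 µM dose yields 30% or more activation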;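 also: 100% = tunicamycin at 10 µg/mL and 0% = DMSO only wells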
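Test system: CHO-XBP1 luciferase reporter cells | Buffer or medium: Serum-containing F12 medium, 10% FBS | Schedule: 6 h compound exposure at 37 °C, 5% CO2 | Detection: Steady-Glo luciferase glow luminescence, 10 min after reagent addition | Read-out basis: Activation, % of tunicamycin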
tim10-1 inh: growth inhibitors of tim10-1 mutant yeast, primary screen, luminescence, uHTS | S. cerevisiae tim10-1 ts strain growth, BacTiter-Glo, 24 h | inhibition, % at 20 µM | 330,000 tested, 2.2% active;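 active = inhibition of at least 40%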;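 also: mutant grown at 25 °C; 0% = DMSO wells with yeast and 100% = wells holding no yeast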
tim23-1 inh: growth inhibitors of tim23-1 mutant yeast, primary screen, luminescence, uHTS; inhibition, % at 20 µM; 330,000 tested, 1.3% active; AID 463212, 2010; S. cerevisiae tim23-1 growth, BacTiter-Glo luminescence, 24 h;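 active = growth inhibition of the mutant yeast at or above 50%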;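 also: temperature-sensitive mutant grown at 25 °C; plate controls were DMSO-treated mutant yeast for no effect and medium wells lacking yeast for full effect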
697 NFkB inh: inhibitors of PMA/ionomycin-induced NF-kB reporter, 697 cells, primary screen, B-cell NF-kB inhibitor project, cell-based, luminescence, uHTS; inhibition, % at 4 µM; 697 B-cell NF-kB luciferase reporter, 16 h; AID 435022, 2010; 330,000 tested, 0.33% active; in the data active = inhibition above about 35%
* = called active by the depositor; / = not tested or not shown. Some of the compounds tested; the hit share may differ from the screen's.

Each structure is followed by: Mdm2 MdmX PPI | Jurkat NFkB inh | TIM10 inh | UPR CHOP act | XBP1 UPR activ | tim10-1 inh | tim23-1 inh | 697 NFkB inh
Cn1c(O)c(C=NCCOc2ccc(Cl)cc2)c(=O)n(C)c1=O
    -6 | -12 | -6 | -1.2 | 1 | 24 | 17 | -49
COc1cc2c(cc1OC)-c1c(OC)c(OC)cc3c1C(C2)N(C)CC3 (configuration not stated)
    44 | 29 | 3 | -3.1 | 0 | 17 | 11 | -14
Cc1ccc(N(C)C(=O)Oc2cccc3ccc(C)nc23)cc1
    11 | 13 | 3 | -2.2 | -4 | 13 | 18 | 11
Cc1ccc(OCC(=O)N2CCN(Cc3ccc4c(c3)OCO4)CC2)cc1C
    7 | 14 | -44 | 1.4 | -1 | 2 | 16 | 4
CC(=O)Nc1cc(C(=O)N2CCC3(CC2)OCCO3)ccc1Sc1ccc(F)cc1
    -17 | 2 | -15 | 0.0 | -2 | 7 | 8 | 10
CCOc1cc(/C=C2\C(=O)NC(=O)N(CCc3ccc(F)cc3)C2=O)ccc1O
    13 | -1 | 4 | -2.6 | 0 | 16 | 17 | 0
COC(=O)C1=C(c2ccc(C(C)=O)cc2)C[C@@H]2CC[C@H]1N2C(=O)NCc1ccc2c(c1)OCO2
    23 | 7 | -4 | 0.4 | -2 | 4 | 4 | -1
O=C(/C=C/c1ccccc1)NC(=S)N1C[C@H]2C[C@H](C1)c1cccc(=O)n1C2
    15 | 1 | 6 | 0.3 | -1 | 16 | -5 | 16
Cc1ccc(C(=O)N/C(=C\Cl)P(=O)(c2ccccc2)c2ccccc2)cc1
    7 | 11 | 1 | -1.1 | 0 | 25 | -1 | -9
COc1ccccc1N=Nc1c(O)[nH]c(=S)[nH]c1=O
    8 | 1 | 17 | 2.0 | 6 | 8 | 7 | -10
CCOC(=O)C1(c2ccccc2)Oc2ccccc2C(c2ccc(OC)cc2)=C1C(=O)OC (configuration not stated)
    32 | / | 1 | 0.2 | -1 | 16 | 30 | 12
CCCCCCC(C)(C)c1ccc([C@@H]2C[C@H](O)CC[C@H]2CCCO)c(O)c1
    20 | 7 | 12 | -1.3 | 9 | 34 | 40 | -6
Cc1ccc(-c2cc(C(F)F)n3ncc(C(=O)N4CCC5(CC4)OCCO5)c3n2)cc1
    -14 | -6 | 30 | -1.5 | 0 | 7 | 18 | -10
CSc1ncc(/C=C2/C(=O)NC(=O)N(C)C2=O)cn1
    16 | -4 | -10 | 1.4 | 1 | 5 | 0 | 7
CCCCCOc1ccc(C)cc1CN(CCCl)CCCl
    -13 | -2 | -13 | 9.0 | -1 | 2 | 16 | -58

The results go on.
Each structure is followed by: Mdm2 MdmX PPI | Jurkat NFkB inh | TIM10 inh | UPR CHOP act | XBP1 UPR activ | tim10-1 inh | tim23-1 inh | 697 NFkB inh
O=C(Nc1ccc(Cl)cc1)OC1CN2CCC1CC2 (configuration not stated)
    -23 | -57 | 8 | 3.6 | 2 | -8 | 8 | -10
NC(=O)Cn1cc(C(=O)c2ccccc2)c2ccccc21
    -16 | 1 | -4 | 0.0 | -1 | 6 | 10 | -39
COc1ccccc1CN1CCCC(C(=O)c2ccccc2OC)C1 (configuration not stated)
    3 | 5 | -3 | -0.8 | -2 | 1 | -9 | -10
COc1ccc(NC(=O)CN2C3CCC2CC(O)(c2cccnc2)C3)cc1OC (configuration not stated)
    -3 | 7 | 5 | 1.3 | 2 | -2 | 7 | -16
C=CCN1CC[C@@]2(C)c3cc(O)ccc3CC1[C@@H]2C
    -1 | 8 | -2 | 0.6 | -5 | 8 | 8 | 2
CCOC(=O)C1CCN(C(C)C(=O)c2c[nH]c3ccccc23)CC1 (configuration not stated)
    7 | -9 | 1 | 1.2 | -1 | 18 | 20 | 16
CN1C(=O)C(C2c3ccccc3C(=O)N2Cc2ccccc2)C(=O)N(C)C1=O (configuration not stated)
    -11 | -2 | -9 | -1.5 | -1 | -10 | 2 | -15
CCN1CCN(Cc2cc(Br)ccc2O)CC1
    -15 | 9 | -1 | 1.0 | 0 | -2 | 4 | 16
CC(N)Cc1c[nH]c2ccc(OCc3cccs3)cc12 (configuration not stated)
    19 | 6 | 4 | 0.2 | -10 | 2 | 3 | -1
CN(C)C(=O)Oc1ccc([N+](=O)[O-])cc1
    16 | -1 | 3 | -2.0 | -5 | 18 | 3 | 10
COc1ccc(CNCCc2ccc(Cl)cc2Cl)cc1
    9 | 13 | -5 | -0.7 | -1 | 2 | 8 | 11
Cc1nonc1-c1nc(-c2nonc2N)n[nH]1
    1 | -6 | -11 | -1.5 | -2 | 7 | 11 | 0
OC(CN1CC=C(c2ccccc2)CC1)c1ccccc1 (configuration not stated)
    6 | 9 | -14 | 0.8 | 1 | -2 | 0 | -6
CNCCc1ccc(O)c(O)c1
    3 | 7 | -6 | 1.4 | -5 | 0 | 2 | 18
CCN(CC)CCN=Cc1c(O)n(CCC2=CCCCC2)c(=O)[nH]c1=O
    22 | -10 | -14 | -1.4 | -9 | 11 | 8 | -11

An excerpt of these results, tab-delimited.
smiles	Mdm2 MdmX PPI	Jurkat NFkB inh	TIM10 inh	UPR CHOP act	XBP1 UPR activ	tim10-1 inh	tim23-1 inh	697 NFkB inh
CC(N)Cc1c[nH]c2ccc(OCc3cccs3)cc12 (configuration not stated)	19	6	4	0.2	-10	2	3	-1
CN(C)C(=O)Oc1ccc([N+](=O)[O-])cc1	16	-1	3	-2.0	-5	18	3	10
COc1ccc(CNCCc2ccc(Cl)cc2Cl)cc1	9	13	-5	-0.7	-1	2	8	11

The results go on.
Each structure is followed by: Mdm2 MdmX PPI | Jurkat NFkB inh | TIM10 inh | UPR CHOP act | XBP1 UPR activ | tim10-1 inh | tim23-1 inh | 697 NFkB inh
O=C(C1c2ccccc2C(=O)N2CCc3ccccc3C12)N1CCC2(CC1)OCCO2 (configuration not stated)
    3 | -19 | 6 | 0.7 | 3 | 15 | 13 | 8
Cc1cc(C(=O)CS(=O)c2ccc(F)cc2)cc(C)c1OC(=O)N(C)C (configuration not stated)
    -27 | -20 | -7 | 2.6 | 0 | 1 | 5 | -5
CCCCCn1c(N)c(C(=O)NCCN2CCOCC2)c2nc3ccccc3nc21
    40 | 4 | 21 | -1.0 | 4 | 6 | 10 | 9
COc1ccc(CC2c3cc(OC)c(OC)cc3CCN2C)cc1O (configuration not stated)
    18 | 11 | 8 | 0.6 | -1 | 3 | -6 | 12
CC12CC[C@H]3[C@@H](CCC4(O)C[C@H](O)CCC34/C=N/NC(=O)c3ccccc3O)C1(O)CCC2C1=CC(=O)OC1 (some centres not stated)
    25 | -23 | -22 | -0.2 | 1 | -3 | 15 | -75
CCCCCn1c(=O)c(C(=O)Nc2ccccc2S(N)(=O)=O)c(O)c2ccccc21
    42 | 6 | 8 | 18 | 1 | -16 | -15 | -11
CC1CCC2[C@@H](C)C(=O)OC3O[C@]4(C)CCC1C32OO4 (some centres not stated)
    24 | 6 | 18 | 2.7 | -1 | 21 | 21 | -35
CCOC(=O)C1(CCc2ccccc2)CCN(Cc2cccc3cnccc23)CC1
    -4 | 21 | -10 | 0.1 | -3 | 20 | 7 | -28
O=C1/C(=C\c2ccc(Cl)c(Cl)c2)N2CCC1CC2
    24 | -6 | 11 | -0.4 | 0 | 42* | 52* | -6
CN(C)CP(=O)(O)CN(C)C=O
    19 | -7 | 4 | -1.2 | 6 | 5 | 14 | 11
O=C1NC(=O)N(Cc2ccco2)C(=O)/C1=C\c1ccc(-c2ccc(F)cc2)o1
    -10 | -3 | 3 | 0.8 | -3 | 23 | 27 | -8
COC(=O)C1=C(c2ccccc2)C[C@@H]2CC[C@H]1N2C(=O)NCc1cccc2ccccc12
    -1 | 3 | -10 | 2.2 | -4 | 13 | -2 | 9
COC(=O)C1=C(c2ccc(Cl)c(C(F)(F)F)c2)C[C@@H]2CC[C@H]1N2C(=O)NC1CCCCC1
    34 | -13 | 23 | 2.6 | 1 | 19 | 33 | 2
O=C(c1cc2cc(Br)ccc2[nH]1)N1CCC2(CC1)OCCO2
    -16 | -24 | 14 | 0.7 | 1 | 24 | 33 | -12
O=c1c2ccccc2[se]n1-c1ccccc1
    59* | -11 | 16 | 0.6 | -10 | 55* | 5 | 12

(cont.)
Each structure is followed by: Mdm2 MdmX PPI | Jurkat NFkB inh | TIM10 inh | UPR CHOP act | XBP1 UPR activ | tim10-1 inh | tim23-1 inh | 697 NFkB inh
Cc1ccc(P(=S)(c2ccc(C)o2)N2CCOCC2)o1
    18 | 14 | -2 | -1.2 | -5 | 11 | 6 | 18
Cc1cc(/C=C2\C(=O)NC(=O)N(Cc3ccccc3)C2=O)c(C)n1-c1ccc(Cl)c(C(=O)O)c1
    21 | -6 | 1 | 1.4 | 0 | 3 | 13 | 12
COC(=O)N(c1ccccc1)P(=O)(Oc1ccccc1)Oc1ccccc1
    -26 | -2 | 6 | -0.2 | 0 | 21 | 36 | -8
COc1cc(/C=C2\C(=O)NC(=O)N(c3ccccc3)C2=O)cc(OC)c1OC
    33 | -8 | 5 | -0.7 | -3 | 5 | 3 | 20
NNC(N)=O
    9 | -13 | -1 | -0.8 | -7 | -30 | -8 | -15
Cc1cc(OCc2cc(C(=O)O)oc2C)c2c3c(c(=O)oc2c1)CCCC3
    -1 | -5 | 7 | -2.3 | 0 | 5 | 6 | 18
COC(=O)C1=CO[C@H](C)[C@H]2CN3CC[C@@]4(C(=O)Nc5ccccc54)[C@@H]3C[C@H]12
    -18 | 3 | 5 | 0.2 | 2 | 19 | 12 | -7
Cc1ccc(-n2c(O)c(C=Nc3ccc(Br)cn3)c(=O)[nH]c2=O)cc1
    2 | 10 | -5 | -0.6 | 0 | 10 | -6 | 13
COC(=O)C1=C(c2ccc(-c3ccccc3)c(F)c2)C[C@@H]2CC[C@H]1N2C(=O)NC1Cc2ccccc2C1
    23 | -3 | 0 | -0.1 | -3 | 12 | 12 | -16
COc1cc(O)cc2c1cc([N+](=O)[O-])c1c(C(=O)O)cc3c(c12)OCO3
    17 | -9 | 8 | -1.1 | -4 | -3 | 1 | -8
C[C@]12CCC3C(CC[C@H]4C[C@H](O)CC[C@]34C)C1[C@@H](O)[C@@H](O)[C@@H]2O (some centres not stated)
    2 | -3 | -13 | -1.2 | 2 | -8 | 4 | 19
Nc1c(C(=O)OCC2CCCO2)c2nc3ccccc3nc2n1Cc1cccs1 (configuration not stated)
    13 | -22 | 8 | -0.6 | -3 | 34 | 19 | 1
Cn1c(O)c(C(=N)COc2ccccc2)c(=O)n(C)c1=O
    -12 | -4 | 21 | -0.4 | 0 | 17 | 10 | 26
Cc1ccc(N2C(=O)NC(=O)/C(=C\c3cc(C)n(-c4ccc(C(=O)O)cc4)c3C)C2=O)cc1
    -15 | 9 | 13 | 2.0 | 3 | -3 | 1 | 8
Cc1cc(NC(=O)COC(=O)c2c(C)nn(Cc3ccccc3)c2C)no1
    -12 | -4 | -12 | -3.7 | -3 | -1 | 1 | 3
CN1CCN(/N=C/c2c(O)n(CCC3=CCCCC3)c(=S)[nH]c2=O)CC1
    24 | 7 | 10 | 2.3 | -1 | 14 | 12 | 10
O=c1[nH]c(=O)n(C2CCCCCC2)c(O)c1C=NC1CCN(Cc2ccccc2)CC1
    22 | 12 | 18 | -0.7 | -3 | 3 | 18 | -16
